IL2 activator: IL-2 activation; 360,000 tested, 0.065% active; AID 652025; activation, % (series mostly up to about 46 µM); IL-2 activation reporter assay, cell-based qHTS; stimulated with anti-CD3/CD4/CD28 beads; in transgenic mouse T cells; in the data active means activation above about 50%; inconclusive means mostly about 30% to 49%; further: 0% is about no effect
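Unstimulated transgenic mouse T cells, 750 per well, received compound and, after 60 minutes, anti-CD3/anti-CD4 bead plus anti-CD28 stimulation. EGFP and DsRed were quantified after 18 hours.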
EPAC1 antag: blocks human EPAC1 exchange factor; 360,000 tested, 0.14% active; Potency, µM (doses to about 115 µM), for the others: at the top dose activity change, negative = inhibition, actives largely listed as inhibitors; O95398; AID 720709; EPAC1 GEF assay, Rap1b-BODIPY-GDP exchange fluorescence;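 further: potency means the concentration at half of the fitted maximal effect; plate controls were vehicle for no effect and positive control for full effect; nearly all actives have a fitted effect of over 50% in size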
PI5P4K alpha inh: blocks human PI5P4K alpha kinase activity; P48426; PI5P4Kalpha enzyme, ADP-Glo luminescence, 60 min; stronger effect = lower value; max response, %; 330,000 tested, 1.2% active; active means max response of -50% or lower; inconclusive means between -30% and -50%; inactive means -30% or higher; further: value at the top dose of about 77 µM; on the % scale 0 is the no-effect control and ±100 the full control effect
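ADP-Glo luminescence end-point after a 60 min room-temperature kinase reaction. PI5P4Kalpha and substrate in HEPES pH 7.4 buffer with EGTA, 0.1% CHAPS and 5% DMSO; ATP at 5 microM final.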
PLK1 PBD inh: PLK1 (human) polo-box domain binding inhibition; Plk1 PBD binding of FITC phosphopeptide, fluorescence polarization; P53350; 360,000 tested, 2.8% active; Potency, µM, for the others: max response, negative = inhibition, usual class: inhibitors; AID 720504; further: potency means the concentration at half of the fitted maximal effect; series mostly up to about 57 µM; on the % scale 0 is the no-effect control and ±100 the full control effect; nearly all actives have a fitted effect of over 65% in size
Target sequence (P53350 whole entry, looked up, the tested form may be a part): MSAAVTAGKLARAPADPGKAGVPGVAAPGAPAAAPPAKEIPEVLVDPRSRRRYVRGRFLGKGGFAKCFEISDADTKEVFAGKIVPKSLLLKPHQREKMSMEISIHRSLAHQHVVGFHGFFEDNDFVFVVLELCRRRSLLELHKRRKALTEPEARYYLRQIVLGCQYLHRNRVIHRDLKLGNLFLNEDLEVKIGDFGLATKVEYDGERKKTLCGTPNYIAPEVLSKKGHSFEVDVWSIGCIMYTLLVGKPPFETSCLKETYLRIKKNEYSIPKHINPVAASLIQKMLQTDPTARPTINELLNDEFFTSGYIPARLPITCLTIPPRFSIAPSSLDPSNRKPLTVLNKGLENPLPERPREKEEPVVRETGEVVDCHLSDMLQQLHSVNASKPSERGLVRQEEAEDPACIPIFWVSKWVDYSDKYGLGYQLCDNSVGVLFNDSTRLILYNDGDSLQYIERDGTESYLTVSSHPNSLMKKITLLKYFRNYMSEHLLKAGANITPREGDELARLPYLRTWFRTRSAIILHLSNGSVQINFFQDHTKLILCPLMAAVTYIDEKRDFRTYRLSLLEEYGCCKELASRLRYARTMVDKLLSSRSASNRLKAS
PTHR1 agonist: agonists of human PTHR1 parathyroid hormone receptor; Potency, µM (titrated, usually from 115 µM), inactives show at the top dose activation, usual class: activators; HEK293 GP2 PTHR1 cells, GloSensor cAMP luminescence, 1 h; 410,000 tested, 0.075% active; further: potency means the concentration at half of the fitted maximal effect; nearly all actives have a fitted effect of over 55% in size; some results filed as inactive show a strong effect at the top dose; inactives centre near -15; many of its hits are not listed in these tables
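HEK-293-derived GP2 cells expressing PTHR1 and a GloSensor cAMP reporter, 3,000/well, plated overnight, given luciferin plus IBMX (each 0.5 mM as added) for 1 h at 37 °C, then compound for 1 h at 37 °C. Luminescence was read after 15 min at room temperature.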
GLP1R ag: GLP-1 receptor (human) agonism; Potency, µM (doses to about 45.6 µM), without a hit: top-dose activation, actives largely listed as activators; AID 624172; HEK293 GLP-1R CRE-luciferase, luminescence, 4-6 h; cells express a hypersensitive GLP-1R form; 380,000 tested, 0.007% active; P43220; further: potency means the concentration at half of the fitted maximal effect; % of control where 0% means no effect
Target sequence (P43220 whole entry, looked up): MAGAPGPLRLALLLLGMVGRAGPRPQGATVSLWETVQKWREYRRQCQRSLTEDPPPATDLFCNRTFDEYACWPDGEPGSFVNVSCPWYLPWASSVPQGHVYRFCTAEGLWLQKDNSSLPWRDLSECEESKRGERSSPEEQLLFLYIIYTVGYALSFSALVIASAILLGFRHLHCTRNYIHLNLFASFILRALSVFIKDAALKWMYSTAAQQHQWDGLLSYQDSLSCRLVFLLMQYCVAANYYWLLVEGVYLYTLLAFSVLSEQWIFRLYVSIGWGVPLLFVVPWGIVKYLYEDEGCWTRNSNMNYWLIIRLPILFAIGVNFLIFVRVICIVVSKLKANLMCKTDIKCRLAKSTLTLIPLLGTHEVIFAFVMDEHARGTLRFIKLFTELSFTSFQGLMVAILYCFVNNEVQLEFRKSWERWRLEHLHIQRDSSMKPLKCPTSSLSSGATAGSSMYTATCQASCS
GLP1R inv ag: acts as inverse agonist at human GLP-1 receptor | P43220 | HEK293 GLP-1R CRE-luciferase, luminescence, 24 h; GLP-1R form is constitutively active | Potency, µM (series often up to 38.3 µM), without a hit: top-dose activity change, negative = inhibition, hits mostly inhibitors | 410,000 tested, 1.6% active | AID 624417; further: potency means the concentration at half of the fitted maximal effect; on the % scale 0 is the no-effect control and ±100 the full control effect; nearly all actives have a fitted effect of over 55% in size
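HEK293 cells stably co-expressing constitutively active GLP-1R and a cAMP-responsive luciferase reporter were seeded in DMEM with 10% Nu serum, given compounds after 12 h, and incubated 24 h at 37 deg C. Luminescence was then read.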
HEK293 tox: cytotoxic in the GLP-1 receptor inverse agonist counter-screen; HEK293 cAMP-luciferase reporter cells, luminescence, 24 h; Potency, µM (series often up to 38.3 µM), without a hit: at the top dose activity change, negative = inhibition, actives largely listed as inhibitors; 410,000 tested, 0.13% active;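 further: loss of luciferase light is scored as toxicity; potency means the concentration at half of the fitted maximal effect; on the % scale 0 is the no-effect control and ±100 the full control effect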
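Cells in DMEM/10% Nu serum/1% pen-strep, 1536-well format. Pre-incubated 12 h, dosed with 23 nL compound, incubated a further 24 h. Luciferase detection, 12 min at room temp, luminescence.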
EPAC1 agonist: agonists of human EPAC1 | Potency, µM (highest dose often 154 µM), inactives show top-dose activation, actives largely listed as activators | 360,000 tested, 0.073% active | O95398 | EPAC1 agonist qHTS, biochemical assay; response scale: 100% = response to 6.5 mM cAMP; further: potency means the concentration at half of the fitted maximal effect; nearly all actives have a fitted effect of over 60% in size
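EPAC1 100 nM, Rap1B–BODIPY-GDP 250 nM, unlabeled GDP 50 uM; compound titration; 5 min RT; kinetic read ex480/em540 at 5-min intervals ×30 min; data normalized to 6.5 mM cAMP agonist control.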
The depositor's hits bear a star; i = inactive; ? = inconclusive; . = not tested or not shown; & = joins results of further samples; [ ] = dose if it differs, or a comment. Unless noted, the call rests on the fitted dose curve; in most records, active means well fitted curve in the direction sought with a large enough effect; inconclusive means small, poorly fitted or top-dose-only effect, or another doubt; inactive means no such curve, though single readings can be large; an effect the other way counts as inactive or inconclusive. The list is partial, so the mix of outcomes need not match the whole.

[1] COc1ccccc1NC(=O)C1=C(C)NC(=O)NC1c1ccc(C)cc1 (stereo not given)
[2] CCOC(=O)C1=CN(Cc2ccco2)S(=O)(=O)NC1c1ccc(C(F)(F)F)cc1 (stereo not given)
[3] COc1ccc(-c2nc3cc(C)c(Br)c(C)n3c2Cc2cccc(F)c2)cc1OC
[4] N#CCCN(CCC#N)S(=O)(=O)c1ccc(C(=O)Nc2nc(-c3ccccc3)c(C(=O)c3ccccc3)s2)cc1
[5] CCc1nnc(NC(=O)c2cc(S(=O)(=O)N3CCN(CC)CC3)ccc2Cl)s1
[6] CSc1nncc(-c2ccc(F)cc2)n1
[7] COc1ccc(C(=O)Nc2nc(-c3ccc([N+](=O)[O-])cc3)c(-c3ccccc3)s2)cc1
[8] COc1ccccc1Nc1nc(-c2cccnc2)cs1
[9] O=C(O)c1nn(-c2ccc(F)cc2)ccc1=O
[10] COc1ccc(-c2ccc(CN3C(C)C(=O)N(Cc4cn(CCC5OCCO5)nn4)CCS3(=O)=O)cc2)cn1 (stereo not given)
Compound	1	2	3	4	5	6	7	8	9	10
IL2 activator	-0.7	0.1	0.0	0.5	0.8	0.4	0.3	0.3	-3.0	-3.4
EPAC1 antag	-4%	-13%	-1%	-3%	21%	-1%	-8%	6%	0%	1%
PI5P4K alpha inh	0	-28	31	0	6	-4	0	1	3	2
PLK1 PBD inh	3%	-12%	-2%	-5%	3%	-6%	9%	4%	-7%	-1%
PTHR1 agonist	i	-45%[inhibitor]	13%	-13%	-35%[inhibitor]	-1%	-22%[57.5 µM]	-12%	i	-86%[inhibitor]
GLP1R ag	9%	0%	-2%	1%	-2%	1%	2%	2%	0%	7%
GLP1R inv ag	5%	?	?	-13%	9%	36%[activator]	16%	?	31%[activator]	13%
HEK293 tox	-9%	-10%	6%	-13%	3%	-10%	3%	20%	6%	-6%
EPAC1 agonist	-3%	-13%	-2%	-10%	-6%	3%	3%	4%	12%	-10%

Compound profiles, from the list above.
N#CCCN(CCC#N)S(=O)(=O)c1ccc(C(=O)Nc2nc(-c3ccccc3)c(C(=O)c3ccccc3)s2)cc1 is listed as IL2 activator: 0.5; EPAC1 antag: -3%; PI5P4K alpha inh: 0; PLK1 PBD inh: -5%; PTHR1 agonist: -13%; GLP1R ag: 1%; GLP1R inv ag: -13%; HEK293 tox: -13%; EPAC1 agonist: -10%
CCc1nnc(NC(=O)c2cc(S(=O)(=O)N3CCN(CC)CC3)ccc2Cl)s1 is listed as IL2 activator: 0.8; EPAC1 antag: 21%; PI5P4K alpha inh: 6; PLK1 PBD inh: 3%; PTHR1 agonist: -35%[inhibitor]; GLP1R ag: -2%; GLP1R inv ag: 9%; HEK293 tox: 3%; EPAC1 agonist: -6%

(cont.)
[11] N#C/C(=C\c1ccccc1C(F)(F)F)C(=O)Nc1ccccc1
[12] CCCCC(=O)N(C)c1c(C)nc2ccc(C(=O)N3CCCCC3)cn12
[13] O=C(CN(Cc1ccc(F)cc1)C(=O)CCC(=O)Nc1nccs1)NCc1ccccc1
[14] COc1ccc(CC(=O)N/N=C\c2cc(Br)c(O)c(Br)c2)cc1
[15] Cc1cc(C)nc(N/N=C/c2cccc([N+](=O)[O-])c2)n1
[16] O=C1N=C2SCCN2/C1=C\c1ccc(Cl)cc1
[17] CCCN(CCC)S(=O)(=O)c1ccc(C)cc1
[18] O=C(NCc1ccncc1)[C@@H]1CCCN1C(=O)[C@H]1CCCN1C(=O)c1cccc(Cl)c1
[19] CC1CC(C)CN(CCCNC(=O)c2cc3c(=O)[nH]c4ccccc4c3n2C)C1 (stereo not given)
[20] CCOc1cccc(NC(=O)C2CCCN(S(=O)(=O)c3ccc(OC)cc3)C2)c1 (stereo not given)
Compound	11	12	13	14	15	16	17	18	19	20
IL2 activator	0.6	0.2	0.2	0.8	1.5	0.5	0.3	0.6	-1.3	-1.1
EPAC1 antag	-13%	-27%	5%	-1%	3%	3%	7%	-4%	-22%	7%
PI5P4K alpha inh	1	-3	2	-68*	0	-14	0	-2	-1	.
PLK1 PBD inh	-8%	-7%	2%	-5%	6%	-20%	0%	-4%	-8%	0%
PTHR1 agonist	i	?	-11%	-47%[inhibitor]	-5%	-13%[57.5 µM]	-9%	-24%	-7%	i
GLP1R ag	2%	0%	-1%	0%	19%	-11%	2%	5%	8%	0%
GLP1R inv ag	-20%	-16%	7%	15%	34%[activator]	-2%	5%	8%	?	0%
HEK293 tox	14%	7%	-7%	4%	-3%	-8%	3%	-1%	?	5%
EPAC1 agonist	0%	-2%	-1%	-3%	1%	9%	-12%	10%	-2%	13%

[21] CNCCCC12CCC(c3ccccc31)c1ccccc12
[22] CCCn1c(=O)n(-c2ccccc2)c(=O)c2sc3ccccc3c21
[23] CCC(C)c1ccc(Nc2ncccc2C#N)cc1 (stereo not given)
[24] COc1ccc(OC)c(S(=O)(=O)Nc2ccc3c(c2)C(=O)OC3)c1
[25] CCOc1ccc(NC(=O)CN(C)C(=O)COc2cccc3c2OC(C)(C)C3)cc1OCC
[26] Cc1cc(N2CCN(C(c3ccnc4ccccc34)c3nnnn3-c3c(C)cccc3C)CC2)c2ccccc2n1 (stereo not given)
[27] Cc1[nH]n(-c2ccccc2)c(=O)c1N=Nc1ccc2c(c1)OCCO2
[28] O=c1c(-c2ccccc2Cl)coc2c(CN3CCCCC3)c(O)ccc12
[29] CCc1cccc(CC)c1-n1c(SCc2cc(=O)n3ccsc3n2)nnc1-c1cccnc1
[30] NC1=CC(=O)C(=O)c2cccnc21
Compound	21	22	23	24	25	26	27	28	29	30
IL2 activator	-0.8&-0.5&0.0	.	1.1	0.7	-0.7	-0.9	0.1	-4.4	-1.0	-2.4
EPAC1 antag	6%&-20%&-6%	.	-1%	0%	-8%	-9%	1%	29%	-6%	56µM*
PI5P4K alpha inh	-7&18&12	.	22	0	-2	-1	16	-7	.	-50*
PLK1 PBD inh	?	.	1%	4%	-9%	-6%	0%	-6%	21%&20%	-7%
PTHR1 agonist	-22%&-20%	-47%	-5%[57.5 µM]	i	-94%[inhibitor]	-21%	i	-17%	-60%[inhibitor]	-29%
GLP1R ag	4%&0%&2%&4%	0%	0%	20%	0%	7%	-6%	0%	23%	-9%
GLP1R inv ag	?	-2%	?	11%	3%	-26%	19%	-2%	8%	?
HEK293 tox	-27%&-5%&-19%	6%	-3%	-8%	-2%	-4%	-2%	5%	4%	?
EPAC1 agonist	-18%&-6%&1%	.	3%	-2%	0%	3%	18%	-3%	10%	-18%

[31] c1ccc(CN2CCN(c3nc4ccccc4n4cnnc34)CC2)cc1
[32] Cc1ccc(NC(=O)[C@@H]2CCCN2S(=O)(=O)c2ccccc2C(F)(F)F)cc1S(=O)(=O)N1CCOCC1
[33] CCCC(=O)Nc1cc(-c2nc3ncccc3o2)ccc1Cl
[34] CC(=O)Nc1ccc(S(=O)(=O)N2CCN(S(=O)(=O)c3ccc(F)c(F)c3F)CC2)cc1
[35] Cc1c(C(=O)N2CCOCC2)sc2nc(-c3ccccc3)cn12
[36] CC[C@@]1(C(=O)OC)N[C@H](CN(C)S(=O)(=O)c2ccc(F)cc2)[C@@H]2C(=O)N(C)C(=O)[C@@H]21
[37] CCOC(=O)Cc1nnc(NC(=O)CSc2nnc3c(n2)[nH]c2ccccc23)s1
[38] Cc1ccc2[nH]c3nc(N/N=C/c4cccc(O)c4)nnc3c2c1
[39] CCOC(=O)C[n+]1c(C)sc2ccc(OC)cc21
[40] COc1ccc(OC)c(NC(=O)Cn2c(=O)n(CC3CCCO3)c(=O)c3cc(OC)c(OC)cc32)c1 (stereo not given)
Compound	31	32	33	34	35	36	37	38	39	40
IL2 activator	-2.1	-2.3	2.5	-0.3	-0.5	-0.1	0.6	0.9	-4.5	-1.1
EPAC1 antag	-3%	-4%	1%	-1%	5%	-11%	?	7%	28%	?
PI5P4K alpha inh	1	-3	-1	7	5	0	-19	2	-22	4
PLK1 PBD inh	-11%	-11%	-16%	1%	3%	-7%	-18%	-5%	27µM*	-5%
PTHR1 agonist	-5%	-2%	-8%	-23%	i	-9%	-18%	i	i	23%
GLP1R ag	3%	1%	-4%	3%	1%	-2%	11%	2%	0%	11%&2%
GLP1R inv ag	6%	4%	9%	13%	9%	14%	3%	-26%	?	27%&16%
HEK293 tox	?	19%	-6%	0%	-15%	-3%	-7%	0%	-16%	-17%&4%
EPAC1 agonist	-2%	7%	3%	-17%	-1%	-30%[inhibitor]	-2%	8%	2%	2%

[41] Cc1cc(C)nc(N2CCCC(CCC(=O)NCc3ccc(F)c(F)c3)C2)n1 (stereo not given)
[42] CCO[C@@H]1OC(C(=O)Nc2ccccc2)=C[C@H](c2ccccc2)[C@H]1CCCO
[43] N#Cc1ccccc1NC(=O)COC(=O)CN1C(=O)C2CCCCC2C1=O (stereo not given)
[44] CN(C)c1ccc(/C=N/n2c(-c3ccccc3Br)n[nH]c2=S)cc1
[45] CCc1ccc(S(=O)(=O)NCC(O)COc2ccc(OC)cc2)cc1 (stereo not given)
[46] COc1cccc(CNC(=O)CSc2ncc(S(=O)(=O)c3ccc(Br)cc3)c(=O)[nH]2)c1
[47] CCCS(=O)(=O)NC(=O)C1(C)CCCN(C(=O)c2cccc3ccccc23)C1 (stereo not given)
[48] O=C(COC(=O)c1cccs1)Nc1cccc(Cl)c1
Compound	41	42	43	44	45	46	47	48
IL2 activator	0.5	0.3	0.4	0.7	-0.9	.	-0.1	0.6
EPAC1 antag	3%	-3%	7%	-29%	?	.	0%	9%
PI5P4K alpha inh	-6	2	-1	-15	17	.	4	0
PLK1 PBD inh	-2%	-7%	-3%	-20%	-3%	.	-2%	-6%
PTHR1 agonist	i	-26%	i	-9%	-42%[inhibitor]	i	-3%	i
GLP1R ag	9%	0%	2%	7%	2%	-2%	0%	10%
GLP1R inv ag	13%	?	5%	25%	-9%	15%	3%	10%
HEK293 tox	2%	-18%	-6%	1%	2%	5%	0%	-3%
EPAC1 agonist	7%	3%	-7%	1%	-10%	.	6%	-1%
